Source: PubChem BioAssay (NMMLSC)
Bim-Bfl-1: disrupts Bim binding to human Bfl-1; Q16548; Bead-based flow cytometry, Bim-Bfl-1 binding inhibition; inhibition, % at 10 µM; 0.12% of 190,000 active; AID 1008;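 note: 0% = wells without compound plus tracer and 100% = blocker peptide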
RGS7-Gao reg: human RGS7-Galphao interaction regulation; AID 1439; P09471; Multiplexed bead flow cytometry, RGS7-Galphao binding; actives lie on both sides; 0.35% of 220,000 active; binding response (% of control), % at 10 µM; in the data active = binding response below about 49% or above about 150%; inconclusive = no clear call, values can overlap the other calls; inactive = in between;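 note: fluorescent Galphao held in activated GDP-AlF4 state binding bead-coupled RGS7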
Target sequence (P09471 whole entry, looked up): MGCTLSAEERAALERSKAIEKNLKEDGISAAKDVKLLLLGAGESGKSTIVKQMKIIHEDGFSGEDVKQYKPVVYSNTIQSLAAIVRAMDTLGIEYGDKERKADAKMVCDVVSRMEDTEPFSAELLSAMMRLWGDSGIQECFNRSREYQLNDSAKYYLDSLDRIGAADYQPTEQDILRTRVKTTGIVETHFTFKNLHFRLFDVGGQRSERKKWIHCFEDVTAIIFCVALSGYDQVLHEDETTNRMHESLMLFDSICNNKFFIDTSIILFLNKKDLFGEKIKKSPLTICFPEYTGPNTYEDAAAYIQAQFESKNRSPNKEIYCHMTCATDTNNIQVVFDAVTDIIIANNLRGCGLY
ABCG2 inh: human ABCG2 inhibition, ABCB1 as counter-screen; Q9UNQ0; IgMXP3 cells, JC-1 efflux, flow cytometry; inhibition, % at 6.6 µM; 0.1% of 190,000 active;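 active = inhibition above 80%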;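 note: 0% = DMSO and 100% = nicardipine control wells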
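Times: 10 min at 25 °C | Test system: Two drug-resistant human cell lines, ABCG2 and ABCB1 | Quantity: 3 million cells/mL final, two lines in 1:1 ratio | Signal: Flow cytometry, 530 nm JC-1 signal | Dosing: Compound at 6.6 µM | Controls: Nicardipine and DMSO wells | Reagent: JC-1 as fluorescent efflux pump substrate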
ABCB1 inh: blocks JC-1 efflux by human ABCB1 transporter; P08183; CCRF-Adr cells, flow cytometry; inhibition, % at 6.6 µM; 0.067% of 190,000 active; AID 1326; in the data active = inhibition above about 40%;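 note: 0% = vehicle and 100% = reference inhibitor; higher value means more JC-1 retained so stronger ABCB1 efflux block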
Bcl-W Bim block: inhibitors of Bim-Bcl-W interaction, human; Q92843; bead-based flow cytometry, Bim peptide-Bcl-W binding; inhibition, % at 10 µM; 0.02% of 190,000 active; AID 952;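 note: 0% = bound tracer without compound and 100% = peptide blocker; higher means less fluorescent Bim peptide bound to Bcl-W beads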
Target sequence (Q92843 whole entry, looked up): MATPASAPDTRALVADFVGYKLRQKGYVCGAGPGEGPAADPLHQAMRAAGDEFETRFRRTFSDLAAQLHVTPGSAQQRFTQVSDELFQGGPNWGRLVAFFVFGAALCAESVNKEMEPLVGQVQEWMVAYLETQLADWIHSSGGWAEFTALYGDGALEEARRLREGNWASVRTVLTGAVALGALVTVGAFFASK
RGS4-Gao reg: human RGS4-Galphao interaction regulation; P09471; Multiplexed bead flow cytometry, RGS4-Galphao binding; actives lie on both sides; binding response (% of control), % at 10 µM; 0.33% of 220,000 active; in the data active = binding response below about 49% or above about 150%; inactive = in between;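 note: fluorescent Galphao activated with aluminum fluoride binding bead-coupled RGS4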
RGS8-Gao reg: regulators of human RGS8-Galphao interaction | multiplexed bead flow cytometry, RGS8-Galphao binding; actives lie on both sides | response (percent of control binding), % at 10 µM | P09471 | 0.34% of 220,000 active; in the data active = response below about 60% or above about 140%; inactive = in between;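 note: Galphao activated as the GDP aluminium fluoride complex binding bead-coupled RGS8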
Bcl-B Bim block: disrupts Bim peptide binding to human Bcl-B | Q9HD36 | AID 951 | 0.073% of 190,000 active | bead-based flow cytometry | inhibition, % at 10 µM;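 note: 0% = tracer peptide without compound and 100% = reference inhibitor peptide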
Target sequence (Q9HD36 whole entry, looked up): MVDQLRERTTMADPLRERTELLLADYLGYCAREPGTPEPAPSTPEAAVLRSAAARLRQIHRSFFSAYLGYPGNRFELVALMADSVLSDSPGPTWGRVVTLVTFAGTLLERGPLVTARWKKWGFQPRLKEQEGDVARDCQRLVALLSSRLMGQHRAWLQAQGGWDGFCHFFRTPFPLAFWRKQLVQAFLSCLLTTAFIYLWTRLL
GSH bead fluor: compound fluoresces at 488/530 nm on GSH beads | GSH beads flow cytometry, compound fluorescence 488/530 nm; active compounds read high | fluorescence (KMESF) at 10 µM | 0.25% of 190,000 active | AID 1776; in the data active = fluorescence above about 89;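 note: glutathione beads carrying GST-tagged Bcl family fusion proteins plus one bare bead set; values are compound well signal with DMSO vehicle wells as background; inactives centre near 16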
Bcl-2 Bim block: human Bim-Bcl-2 interaction inhibition; P10415; Bead-based flow cytometry, Bim peptide-Bcl-2 binding; inhibition, % at 10 µM; 0.06% of 190,000 active; in the data active = inhibition above about 40%; inconclusive = no clear call, values can overlap the other calls;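 note: 0% = no compound wells with probe peptide and 100% = reference peptide inhibitor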
Target sequence (P10415 whole entry, looked up): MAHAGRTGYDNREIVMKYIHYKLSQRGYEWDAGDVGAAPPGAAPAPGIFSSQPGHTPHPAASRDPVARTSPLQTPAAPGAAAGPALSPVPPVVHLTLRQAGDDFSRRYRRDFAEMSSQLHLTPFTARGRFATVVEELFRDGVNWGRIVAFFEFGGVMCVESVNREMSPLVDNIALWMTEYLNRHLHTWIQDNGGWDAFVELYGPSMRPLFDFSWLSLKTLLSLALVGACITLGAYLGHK
Bim-Bcl-XL: human Bim-Bcl-XL interaction inhibition. Q07817. Bim peptide-Bcl-XL binding, bead flow cytometry, fluorescence. inhibition, % at 10 µM. 0.04% of 190,000 active
An asterisk follows results filed as active; ? = inconclusive. Cut-off read from the data, not from the text of the source, unless noted: active = inhibition above about 40%.

1) CCc1ccc(OCC(=O)NC(NC(=S)Nc2ccc(Cl)cc2)C(Cl)(Cl)Cl)cc1 (configuration not stated)
2) Cc1cc2ccccc2n1CCNC(=O)c1ccc(Br)o1
3) O=C(CSc1ncccc1C(=O)O)c1ccccc1F
4) Cc1cc(=O)oc2cc(OCC(=O)NCc3cccnc3)ccc12
5) Cc1ccc(NC(=O)OCC(F)(F)C(F)F)cc1NC(=O)OCC(F)(F)C(F)F
6) CCOc1ccc2nc(NC(NC(=O)CC)(C(=O)OC)C(F)(F)F)sc2c1 (configuration not stated)
7) C=CCOc1cccc(CNn2nnnc2N)c1
8) N#Cc1c(N)nc2c(c1-c1ccc(F)cc1)c(=O)nc1sccn12
compound no.,1,2,3,4,5,6,7,8
Bim-Bfl-1,1,5,4,5,-1,-3,-3,-3
RGS7-Gao reg,96,107,?,100,100,95,68,101
ABCG2 inh,-2,2,0,1,5,-1,0,1
ABCB1 inh,-0.8,0.2,-0.3,-0.6,0.3,-0.2,0.3,0.7
Bcl-W Bim block,-4,4,-2,0,-1,0,-2,1
RGS4-Gao reg,97,105,103,100,105,94,95,101
RGS8-Gao reg,95,101,101,106,99,98,71,105
Bcl-B Bim block,-4,-5,5,-1,0,-7,-8,-1
GSH bead fluor,6,17,27,25,10,27,16,11
Bcl-2 Bim block,0,6,1,1,0,-10,0,1
Bim-Bcl-XL,-4,3,-2,-5,-2,-4,-7,2

9) COc1ccc(C(=O)NNC(=O)Cn2nnc(-c3ccc(OC)c(OC)c3)n2)cc1
10) COCCn1c(CCC(=O)O)ccc1-c1cccs1
11) Fc1ccc(NC(=S)NC23CN4CN(CN(C4)C2)C3)cc1
12) Cc1cc(NC(=O)c2cc(-c3ccc4c(c3)OCO4)on2)n(-c2ccccc2)n1
13) Cc1nn(-c2ccccc2)c(=S)c2ccccc12
14) COc1ccc(/C=N/OC/C(O)=C(\C#N)c2nc3ccccc3[nH]2)cc1
15) N#Cc1cn(CC(=O)N2CCCc3ccccc32)c2ccccc12
16) CC1(C)CC(=O)C2=C(C1)N(CC1CCCO1)C(=O)NC2(C(F)(F)F)C(F)(F)F (configuration not stated)
compound no.,9,10,11,12,13,14,15,16
Bim-Bfl-1,-9,-2,-4,-18,0,0,-3,-2
RGS7-Gao reg,101,95,103,100,91,102,102,96
ABCG2 inh,1,2,0,32,-7,3,1,2
ABCB1 inh,0.3,0.5,0.1,0.8,-1.5,-0.5,0.2,0.5
Bcl-W Bim block,-3,0,-4,-2,0,-4,-11,-5
RGS4-Gao reg,101,97,101,100,95,101,100,101
RGS8-Gao reg,99,98,101,100,90,99,100,101
Bcl-B Bim block,-5,-3,-8,-6,-4,0,-8,-5
GSH bead fluor,23,13,10,21,5,30,27,27
Bcl-2 Bim block,-3,0,-4,-7,-3,-2,-9,-2
Bim-Bcl-XL,-5,-1,-5,-8,0,-3,-17,-1

17) CCOP(=O)(c1ccccc1)c1nc(-c2ccc(F)cc2)oc1N1CCCCC1 (configuration not stated)
18) Cc1ccc(C)n1-c1ccc(N2CCOCC2)c(Br)c1
19) Cc1ccc(-c2nnc(SCC(=O)N/N=C/c3c(C)nn(-c4ccccc4)c3C)n2-c2ccc(C)cc2)cc1
20) N#Cc1ccc(OCC(=O)NC2=NCCS2)cc1
21) CSc1cccc(NC(=O)CCCOc2ccc(Cl)cc2C)c1
22) CCCCNC(=O)COC(=O)CCC(=O)c1ccc(Cl)cc1
23) Cc1onc(-c2c(Cl)cccc2Cl)c1C(=O)Nc1ccc2c(c1)OCCO2
24) Cc1cccc(NC(=S)NC(=O)c2ccco2)n1
compound no.,17,18,19,20,21,22,23,24
Bim-Bfl-1,0,-15,-12,-6,-12,-3,-3,0
RGS7-Gao reg,99,94,107,?,100,102,97,82
ABCG2 inh,3,10,24,9,15,-1,1,-3
ABCB1 inh,1.6,0.0,16,1.8,0.3,0.4,0.4,-0.3
Bcl-W Bim block,0,0,-3,0,-3,-1,1,1
RGS4-Gao reg,101,95,104,103,101,102,112,83
RGS8-Gao reg,98,99,103,102,103,99,106,92
Bcl-B Bim block,0,-5,-8,0,-2,-2,0,4
GSH bead fluor,12,23,17,9,17,12,14,3
Bcl-2 Bim block,-1,-10,-3,-5,-7,-2,0,5
Bim-Bcl-XL,-1,-3,-9,0,-6,1,-3,7

25) CCOC(=O)c1cc2c(=O)n3ccccc3nc2n(CCCOC)c1=NC(=O)C(C)(C)C
26) Cc1cccc(-c2nc(NCCCN3CCOCC3)c3ccccc3n2)c1
27) CCN(CC)C(=O)COC(=O)c1cc(-c2ccco2)nc2ccccc12
28) Cc1nn(Cc2ccc(Cl)cc2Cl)c(C)c1NC(=O)Cn1nc([N+](=O)[O-])c(Cl)c1C
29) CC[N+]1(C)CC2CCC(C)(C1)C2(C)C (configuration not stated)
30) CCOc1ccc(-c2nnn(CC(=O)N3CCCC(C)C3)n2)cc1 (configuration not stated)
31) Cc1nc2c(-c3ccc(F)cc3)c(C)nn2c(C)c1CCC(=O)NCCN1CCOCC1
32) COc1ccc(-c2nc(C#N)c(N3CCOCC3)o2)cc1OC
compound no.,25,26,27,28,29,30,31,32
Bim-Bfl-1,-3,-2,45*,0,6,-4,-10,-1
RGS7-Gao reg,100,102,89,95,72,100,104,101
ABCG2 inh,8,9,-1,8,3,1,4,4
ABCB1 inh,1.8,3.4,-0.4,0.9,0.6,0.1,0.4,0.8
Bcl-W Bim block,-3,0,11,-1,-2,1,0,0
RGS4-Gao reg,99,102,93,94,75,99,101,102
RGS8-Gao reg,101,101,91,97,90,101,103,102
Bcl-B Bim block,-4,2,0,0,-1,1,-6,2
GSH bead fluor,16,21,8,11,11,20,20,21
Bcl-2 Bim block,-2,-1,16,0,3,1,-3,-3
Bim-Bcl-XL,0,0,2,-1,0,-1,-5,0

33) Fc1cccc(Nc2ncnc3[nH]ncc23)c1
34) Cc1ccc(S(=O)(=O)NCC(=O)N(CC(=O)NCc2ccco2)Cc2ccco2)cc1
35) C=CCN1C(=O)C2C(C(=O)NCc3ccccc3)C3C=CC2(O3)C1C(=O)NC(C)(C)C (configuration not stated)
36) Nc1nc(SCC(=O)N2CCc3ccccc3C2)[nH]c(=O)c1-c1ccccc1
37) CCc1ccc(-c2cc(C(=O)N/N=C/c3c[nH]c4ccccc34)[nH]n2)cc1
38) CN(CCO)c1nc(N)c2c(N)nc3c(c2c1C#N)CC(=O)N3C1CCCC1
39) CCn1c(COc2ccccc2)nnc1SCc1ccc(C#N)cc1
40) Cc1cc(NC(=O)c2ccc3c(c2)OCCO3)no1
compound no.,33,34,35,36,37,38,39,40
Bim-Bfl-1,-5,-9,-10,-1,-3,5,-1,-6
RGS7-Gao reg,?,100,96,99,?,99,94,102
ABCG2 inh,18,1,0,3,-3,0,1,2
ABCB1 inh,-0.2,0.3,0.0,0.5,-1.1,0.2,0.4,0.2
Bcl-W Bim block,2,-3,0,0,3,2,-3,7
RGS4-Gao reg,101,101,85,96,100,104,93,102
RGS8-Gao reg,102,98,93,97,103,100,95,97
Bcl-B Bim block,4,-7,-3,2,-2,3,-2,-1
GSH bead fluor,13,14,22,22,10,16,23,42
Bcl-2 Bim block,0,-4,0,-1,-1,4,0,-6
Bim-Bcl-XL,4,-5,-1,-3,0,2,-2,0

41) CC(=O)Nc1cccc(/C(C)=N/NS(=O)(=O)c2ccccc2)c1
42) COc1cccc(C(C)NC(=O)Nc2ccccc2Cl)c1 (configuration not stated)
43) O=C(COc1ccc(S(=O)(=O)NC2CCCCC2)cc1)N1CCN(c2cccc(Cl)c2)CC1
44) Cc1cnn(-c2cc(N/N=C/c3ccccc3Cl)ncn2)c1
45) Oc1ccccc1/C=N/n1cnn(Cc2ccccc2Cl)c1=S
46) Cc1ccc(Sc2c(C)nn(C(=O)c3cccc(S(=O)(=O)N4CCOCC4)c3)c2C)cc1
47) COC(=O)c1ccc(CSc2nc3c(cnn3-c3ccc(F)cc3)c(=O)[nH]2)o1
48) Cn1c(CO)c(-c2ccccc2)c2cc([N+](=O)[O-])ccc21
compound no.,41,42,43,44,45,46,47,48
Bim-Bfl-1,-3,4,-4,-5,3,-9,-7,-5
RGS7-Gao reg,?,109,104,103,107,99,98,100
ABCG2 inh,5,10,5,-2,5,4,1,-5
ABCB1 inh,1.4,0.1,0.7,-0.4,0.1,1.2,-0.1,-0.6
Bcl-W Bim block,0,-2,0,0,-1,3,1,-1
RGS4-Gao reg,100,106,99,99,104,97,89,101
RGS8-Gao reg,100,105,101,102,99,98,98,105
Bcl-B Bim block,0,0,-3,-2,-11,-7,-3,-3
GSH bead fluor,14,12,17,26,5,6,10,37
Bcl-2 Bim block,0,1,-4,-4,1,-5,0,-6
Bim-Bcl-XL,1,-1,-1,3,-5,-6,0,-8

49) CCOC(=O)C1=C(COc2ccc(C)cc2)NC(=O)NC1c1cc(C)ccc1C (configuration not stated)
50) O=C(Nc1cccc(Cl)c1)Nc1cc(S(=O)(=O)N2CCCCC2)ccc1Cl
51) CCOC(=O)C(=O)NC(C)CCc1ccccc1 (configuration not stated)
52) Cc1ccccc1N=C(NOCc1ccccc1)c1nonc1N
53) CC1(C)CC(NCCN2CCN(C3=CC(=C(C#N)C#N)CC(C)(C)C3)CC2)=CC(=C(C#N)C#N)C1
54) O=C1C2C(c3ccccc3)C=CC(c3ccccc3)C2C(=O)N1c1ccncc1 (configuration not stated)
55) O=C(Nc1nc(-c2ccc(Cl)s2)cs1)c1cccs1
compound no.,49,50,51,52,53,54,55
Bim-Bfl-1,-3,-5,-3,-23,-4,1,-16
RGS7-Gao reg,107,98,96,104,108,97,99
ABCG2 inh,4,33,-1,21,5,-3,32
ABCB1 inh,0.3,7.5,-9.2,0.9,-0.1,0.1,0.3
Bcl-W Bim block,0,-6,-2,-2,0,0,-1
RGS4-Gao reg,107,100,98,106,102,96,99
RGS8-Gao reg,106,103,99,106,103,97,98
Bcl-B Bim block,-3,-8,-4,-7,-3,0,-10
GSH bead fluor,11,14,13,25,22,12,18
Bcl-2 Bim block,-6,-6,-3,-11,3,0,-9
Bim-Bcl-XL,-1,-8,-6,-9,-1,0,-11

No enrichment for hits; about 1.1% have a hit in one of these screens.
